GLP1R cytotox – qHTS of GLP-1 Receptor Inverse Agonists: Cytotox Screen. HEK293 cAMP-luciferase reporter cells, luminescence, 24 h. Potency, µM (titrated, usually from 38.3 µM), for the others: at the highest dose activity change, negative = inhibition, actives largely listed as inhibitors. hit rate 0.13% among 410,000. AID 624418, 2012;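 further: loss of luciferase light is scored as toxicity; potency means the concentration at half of the fitted maximal effect; on the % scale 0 is the no-effect control and ±100 the full control effect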
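A 23 nL compound transfer followed 12 hours of cell culture at 37 deg C; exposure then lasted 24 hr. Luciferase assay detection reagent was dispensed and plates read for luminescence after a 12 min room-temperature wait.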
PLK1 PBD inh – qHTS for Inhibitors of PLK1-PDB (polo-like kinase 1 - polo-box domain): Primary Screen; Serine/threonine-protein kinase PLK1 (Homo sapiens), P53350; Plk1 PBD binding of FITC phosphopeptide, fluorescence polarization; Potency, µM, for the others: max response, negative = inhibition, most hits filed as inhibitors; hit rate 2.8% among 360,000; AID 720504, 2013; further: potency means the concentration at half of the fitted maximal effect; series mostly up to about 57 µM; on the % scale 0 is the no-effect control and ±100 the full control effect; nearly all actives have a fitted effect of over 65% in size
PI5P4K alpha inh – qHTS for Inhibitors of phosphatidylinositol 5-phosphate 4-kinase (PI5P4K). PI5P4Kalpha enzyme, ADP-Glo luminescence, 60 min; stronger effect = lower value. max response, %. AID 652105, 2013. hit rate 1.2% among 330,000; active means max response of -50% or lower; inconclusive means between -30% and -50%; inactive means -30% or higher; further: value at the top dose of about 77 µM; on the % scale 0 is the no-effect control and ±100 the full control effect
Target sequence (P48426 whole entry, looked up): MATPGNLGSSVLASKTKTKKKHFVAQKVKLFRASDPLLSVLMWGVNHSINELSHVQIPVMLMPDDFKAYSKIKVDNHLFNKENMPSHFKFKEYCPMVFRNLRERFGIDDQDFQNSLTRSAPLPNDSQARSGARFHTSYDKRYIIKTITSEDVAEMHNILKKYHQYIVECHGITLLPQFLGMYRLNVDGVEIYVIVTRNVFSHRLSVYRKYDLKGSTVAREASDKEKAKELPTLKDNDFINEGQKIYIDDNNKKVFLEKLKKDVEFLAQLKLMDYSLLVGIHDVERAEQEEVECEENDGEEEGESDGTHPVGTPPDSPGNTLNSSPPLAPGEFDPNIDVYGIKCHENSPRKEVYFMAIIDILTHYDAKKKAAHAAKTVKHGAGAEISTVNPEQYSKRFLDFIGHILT
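Compounds were pin-transferred onto PI5P4Kalpha and substrate in HEPES pH 7.4 buffer with EGTA, CHAPS and 5% DMSO. ATP (5 microM final) started the reaction, which ran 60 minutes at room temperature before ADP-Glo detection.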
GLP-1R inv ag – qHTS of GLP-1 Receptor Inverse Agonists (Inhibition Mode); AID 624417, 2012; hit rate 1.6% among 410,000; HEK293 GLP-1R CRE-luciferase, luminescence, 24 h; GLP-1R form is constitutively active; Potency, µM (highest dose often 38.3 µM), without a hit: top-dose activity change, negative = inhibition, actives largely listed as inhibitors; further: potency means the concentration at half of the fitted maximal effect; on the % scale 0 is the no-effect control and ±100 the full control effect; nearly all actives have a fitted effect of over 55% in size
Target sequence (P43220 whole entry, looked up): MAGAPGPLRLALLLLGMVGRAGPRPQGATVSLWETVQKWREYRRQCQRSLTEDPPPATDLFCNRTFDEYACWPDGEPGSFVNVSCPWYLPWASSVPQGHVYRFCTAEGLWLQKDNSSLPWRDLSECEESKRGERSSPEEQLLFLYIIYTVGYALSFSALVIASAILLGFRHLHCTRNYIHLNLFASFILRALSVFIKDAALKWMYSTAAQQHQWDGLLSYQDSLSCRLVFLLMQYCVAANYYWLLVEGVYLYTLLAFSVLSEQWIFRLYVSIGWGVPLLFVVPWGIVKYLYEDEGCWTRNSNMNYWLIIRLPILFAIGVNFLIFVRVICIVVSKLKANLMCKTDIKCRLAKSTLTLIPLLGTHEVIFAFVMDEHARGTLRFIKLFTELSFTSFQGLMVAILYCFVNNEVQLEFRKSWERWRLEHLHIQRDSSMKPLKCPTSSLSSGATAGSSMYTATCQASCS
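Constitutively active GLP-1R drives a cAMP-responsive luciferase in stably transfected HEK293 cells; test compounds are added after overnight (12 h) attachment and left 24 hr, and signal loss in luminescence marks inhibition.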
IL-2 act – qHTS of IL-2 Activators; IL-2 activation reporter assay, cell-based qHTS; stimulated with anti-CD3/CD4/CD28 beads; in transgenic mouse T cells; activation, % (series mostly up to about 46 µM); hit rate 0.065% among 360,000; AID 652025, 2013; in the data active means activation above about 50%; inconclusive means mostly about 30% to 49%; further: 0% is about no effect
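Readout is EGFP and DsRed signal by fluorescent plate cytometry after 18 h at 37 degrees C. Transgenic mouse T cells (750/well) received compound for 60 min before bead stimulation (anti-CD3, anti-CD4, anti-CD28); memory T cells served as non-tolerant control.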
EPAC1 antagonist – qHTS for Antagonist of cAMP-regulated guanine nucleotide exchange factor 3 (EPAC1): primary screen | Rap guanine nucleotide exchange factor 3 (Homo sapiens), O95398 | EPAC1 GEF assay, Rap1b-BODIPY-GDP exchange fluorescence | Potency, µM (series often up to 115 µM), without a hit: at the top dose activity change, negative = inhibition, actives largely listed as inhibitors | hit rate 0.14% among 360,000 | AID 720709, 2013;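 further: potency means the concentration at half of the fitted maximal effect; plate controls were vehicle for no effect and positive control for full effect; nearly all actives have a fitted effect of over 50% in size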
GLP-1R agonist – qHTS of GLP-1 Receptor Agonists | Glucagon-like peptide 1 receptor (Homo sapiens), P43220 | hit rate 0.007% among 380,000 | Potency, µM (titrated, usually from 45.6 µM), inactives show at the highest dose activation, actives largely listed as activators | HEK293 GLP-1R CRE-luciferase, luminescence, 4-6 h; cells express a hypersensitive GLP-1R form; further: potency means the concentration at half of the fitted maximal effect; % of control where 0% means no effect
EPAC1 agonist – qHTS for Agonist of cAMP-regulated guanine nucleotide exchange factor 3 (EPAC1): primary screen; hit rate 0.073% among 360,000; Potency, µM (doses to about 154 µM), for inactives: at the top dose activation, hits mostly activators; AID 720707, 2013; Rap guanine nucleotide exchange factor 3 (Homo sapiens), O95398; EPAC1 agonist qHTS, biochemical assay; response scale: 100% = response to 6.5 mM cAMP; further: potency means the concentration at half of the fitted maximal effect; nearly all actives have a fitted effect of over 60% in size
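Nucleotide exchange by EPAC1 (100 nM) on Rap1B–BODIPY-GDP (250 nM) in the presence of 50 uM GDP is tracked fluorescently at 480/540 nm over 30 min. Signals are normalized to a 6.5 mM cAMP control.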
PTHR1 ag – qHTS for PTHR1 Agonists: Primary Screen. HEK293 GP2 PTHR1 cells, GloSensor cAMP luminescence, 1 h. Potency, µM (top dose mostly 115 µM), inactives show top-dose activation, usual class: activators. hit rate 0.075% among 410,000. AID 743266, 2014; further: potency means the concentration at half of the fitted maximal effect; nearly all actives have a fitted effect of over 55% in size; some results filed as inactive show a strong effect at the top dose; inactives centre near -15; many of its hits are not listed in these tables
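HEK-293-derived GP2 cells expressing PTHR1 and a GloSensor cAMP reporter, 3,000/well, plated overnight, given luciferin plus IBMX (each 0.5 mM as added) for 1 h at 37 °C, then compound for 1 h at 37 °C. Luminescence was read after 15 min at room temperature.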
* = called active by the depositor; i = inactive; ? = inconclusive; . = not tested or not shown; [ ] = remark or other dose. Unless noted, the call rests on the fitted dose curve; in most records, active means well fitted curve in the direction sought with a large enough effect; inconclusive means small, poorly fitted or top-dose-only effect, or another doubt; inactive means no such curve, though single readings can be large; an effect the other way counts as inactive or inconclusive. These rows are one share of the data; the hit share may differ from the screen's.

SMILES,GLP1R cytotox,PLK1 PBD inh,PI5P4K alpha inh,GLP-1R inv ag,IL-2 act,EPAC1 antagonist,GLP-1R agonist,EPAC1 agonist,PTHR1 ag
O=C(NN=Cc1ccccc1Cl)c1ccccc1,0.5%,5.2%,-11.8,?,-1.5,7.0%,-1.2%,-10.3%,-18.6%
CN(Cc1nc(-c2ccc(C(F)(F)F)cc2)no1)C1CCOCC1,9.9%,-4.3%,0.0,4.8%,-0.5,7.6%,-0.4%,9.4%,i
CC(C)NC(=O)CC(=O)N/N=C/c1ccc(F)cc1,-0.8%,-3.3%,.,6.8%,-0.1,8.9%,9.6%,-4.7%,-3.6%[57.5 µM]
Cc1cccc(CN2C(=O)c3ccccc3S(=O)(=O)c3ccc(C(=O)N(C)Cc4ccccc4)cc32)c1,-0.8%,.,.,-29.4%,.,.,-9.5%,.,-3.4%
COc1cc(/C=C/C(=O)O)cc(S(=O)(=O)Nc2ccc3c(c2)CCC3)c1OC,1.9%,-10.3%,-7.2,14.6%,0.0,-4.9%,-2.4%,-1.1%,i
O=C(Oc1coc(CSc2nnc(NC(=O)C3CC3)s2)cc1=O)c1ccccc1,-8.7%,-1.6%,-25.1,?,0.3,3.4%,-13.8%,-4.1%,i
O=c1[nH][nH]c2c1[C@H](c1ccc(Cl)cc1)O[C@H](C1CC1)C2,4.8%,11.9µM*,-4.7,6.2%,0.2,9.3%,-1.9%,3.3%,i
CCc1nc2c(c(SC)nn2-c2ccccc2)c(N)c1C(=O)OC,5.7%,-6.3%,1.0,31.7%[activator],-0.6,1.1%,3.9%,9.6%,i
CC(=O)N(Cc1cc(=O)[nH]c2ccccc12)c1ccccc1C,2.5%,-9.5%,-25.2,4.2%,-4.5,-16.9%,10.7%,1.7%,-8.4%
O=C(CCn1c(=S)[nH]c2ccccc2c1=O)N1CCCCC1,1.0%,-13.4%,-1.2,20.1%,-0.4,-5.4%,-6.9%,7.7%,10.2%
CSc1nc2nc(-c3cccc(C(F)(F)F)c3)ccn2n1,0.2%,-5.8%,-5.0,11.9%,1.3,0.0%,2.9%,-5.8%,-3.1%
CC(C)(C)c1ccccc1OCC(O)CN1CCN(c2ccccn2)CC1 (stereo not given),-0.4%,-6.5%,15.9,?,0.1,-2.9%,-5.6%,6.2%,-28.5%
CC(=O)CSc1nnc(CN2C(=O)CSc3ccc(C(F)(F)F)cc32)n1C,-6.8%,-15.5%,-19.2,-0.4%,0.2,7.8%,-4.7%,2.5%,i
Cc1ccc(C2=NS(=O)(=O)N(C)C(C(=O)Nc3cc(C)n(CC(=O)N4CCCCC4)n3)=C2)cc1,1.3%,-5.3%,-1.2,18.3%,-0.9,1.7%,-1.3%,0.6%,-9.6%
O=C(NCCN1CCOCC1)c1cc(Cl)ccc1Cl,2.5%,-13.0%,-3.8,4.1%,2.6,1.6%,1.9%,15.4%,i
Cc1ccc(Cn2c(=N)c(C(=O)NCc3ccco3)cc3c(=O)n4ccccc4nc32)cc1,127.8%[activator],-19.7%,-16.5,94.1%[activator],0.3,-12.9%,9.7%,6.5%,-1.1%
COc1ccc2cc3cc(C(=O)N4CC(C)CC(C)C4)oc3nc2c1 (stereo not given),-7.2%,-0.2%,2.6,?,-2.9,8.6%,8.1%,16.0%,-17.6%
COc1cnc(-c2ccccn2)nc1Sc1ccccc1,?,-5.8%,2.5,?,-3.7,-16.1%,18.6%,4.0%,10.5%
CC1(C)C(=O)Nc2ccccc2N1C(=O)COC(=O)c1cccc(O)c1,-13.1%,-10.3%,?,13.5%,-0.3,-1.4%,6.3%,-0.4%,-31.4%[inhibitor]
CCN(CC)CCNC(=O)c1ccc(NC(=O)c2cc(S(=O)(=O)N3CCCCC3)ccc2C)cc1,-1.4%,-1.3%,2.9,?,-0.3,4.3%,-2.1%,-9.4%,-11.9%
CC(C)CN1C(=O)C(=O)N(CC(=O)N2c3ccccc3NC(=O)CC2C)C1=O (stereo not given),2.5%,8.7%,-0.4,7.9%,-1.8,17.7%,-19.2%,3.4%,-16.6%
Cc1onc(-c2c(Cl)cccc2Cl)c1-c1nnc(-c2ccc(Cl)cc2)o1,17.4%,-4.9%,1.8,?,0.0,-17.4%,1.1%,-7.9%,-12.7%
CCOC(=O)c1c(SCC(=O)Nc2nccs2)nc(C)c(C)c1C,284.0%[activator],3.4%,0.6,10.7%,-0.4,3.3%,-1.5%,0.4%,i
CCO[C@H]1OC(C(=O)N2CCN(Cc3ccccc3)CC2)=C[C@@H](c2ccccc2)[C@@H]1CCCO,3.0%,2.0%,-2.9,?,0.2,6.6%,9.8%,-2.0%,-19.1%
COc1ccc(NC(=O)c2cc3c(=O)n4ccccc4nc3n2C)c(OC)c1,30.0%,-7.0%,-2.2,39.5%[activator],-1.7,-23.3%,1.7%,9.0%,i

New compounds follow:
SMILES,GLP1R cytotox,PLK1 PBD inh,PI5P4K alpha inh,GLP-1R inv ag,IL-2 act,EPAC1 antagonist,GLP-1R agonist,EPAC1 agonist,PTHR1 ag
Cc1ccc(C)c(NC(=S)NNC(=O)c2csc(C(C)C)c2)c1,-0.2%,-11.7%,.,-23.7%,-0.8,-20.0%,-1.7%,-3.8%,-11.7%
O=C(CN(C(=O)CNS(=O)(=O)c1ccc(F)cc1)c1cccc(F)c1)NCC1CCCO1 (stereo not given),2.2%,-3.3%,-4.7,-3.3%,1.4,-17.4%,9.7%,-3.0%,i
CCO/C=C1/C(=O)N(Cc2ccccc2)C(=O)c2ccccc21,80.1%[activator],?,-4.7,6.7%,-0.2,2.2%,-26.7%,-5.7%,-24.7%
Cc1ccc(S(=O)(=O)N2CCCCC2)cc1NC(=O)COC(=O)c1ccc(=O)[nH]c1,-2.1%,0.9%,-3.9,-21.2%,1.1,21.5%,0.1%,-4.0%,-16.0%
CCOC(=O)c1ccc(NC(=O)c2nc[nH]c2C(=O)N[C@@H](C)C(=O)OC(C)(C)C)cc1,0.8%,5.0%,1.6,6.0%,-4.0,7.9%,-6.0%,-13.1%,i
O=C(NCCc1ccccc1C(F)(F)F)c1cc(COc2ccccc2)on1,5.1%,2.8%,20.4,?,-2.6,-12.3%,-1.0%,-7.2%,-26.5%
Nc1nc(N)n(-c2ccccc2)c(=Nc2ccccc2)n1,1.9%,2.9%,-1.6,5.1%,-0.4,9.3%,-4.0%,11.8%,i
Cc1cccc(NC(=O)c2cccc(N3C(=O)CCC3=O)c2)c1,-12.4%,-2.2%,0.8,12.4%,-3.9,0.9%,-0.5%,-7.8%,i
CC(C)CCNC(=O)C(c1cccnc1)N(Cc1ccccc1)C(=O)Cn1nnc2ccccc21 (stereo not given),16.2%,-4.0%,4.9,-10.0%,1.1,3.6%,0.1%,8.3%,-3.2%
CCN(CC)CCN(C(=O)Cn1nnc(-c2ccc(C)o2)n1)C(C(=O)NC(C)(C)C)c1cccs1 (stereo not given),7.7%,-3.1%,1.0,?,1.5,-3.4%,12.9%,-1.2%,i
O=C(Nc1cccnc1)c1cccc(S(=O)(=O)N2CCOCC2)c1,3.9%,-5.3%,.,0.0%,0.6,-7.5%,-1.4%,0.0%,i
Cc1ccc(N(Cc2cc3ccccc3[nH]c2=O)C(=O)c2ccco2)c(C)c1,-21.8%,-7.6%,-8.5,?,0.8,-11.2%,3.3%,-0.7%,-9.9%[57.5 µM]
CC1(C(=O)NS(=O)(=O)c2cccc(F)c2)CCN1C(=O)CCc1ccccc1 (stereo not given),2.9%,1.3%,0.0,26.4%,-0.6,1.1%,-2.3%,-1.4%,i
COc1ccc(S(=O)(=O)N2CCC(C(=O)N3CCc4ccccc4C3)CC2)cc1OC,-8.7%,-11.1%,-2.9,-13.5%,0.1,17.3%,0.1%,4.4%,-19.7%
COP(=O)(OC)OC(C(=O)c1ccccc1)c1ccc(Cl)cc1 (stereo not given),10.3%,-17.5%,-7.3,2.6%,-0.2,?,.,-12.4%,-14.5%
CCSc1nc2c(c(-c3ccc(C)o3)c1C#N)CCCC2,0.3%,-15.0%,1.3,?,-2.9,3.0%,3.4%,-6.5%,-11.2%
O=C(NC1CC(=O)N(c2ccc(Cl)cc2)C1)N1CCN(C(=O)c2ccco2)CC1 (stereo not given),-0.8%,-5.4%,1.8,-11.7%,1.2,-4.1%,-14.8%,4.8%,-6.9%
Oc1ccc(Cl)cc1N=Cc1sc2ccccc2c1Cl,3.4%,-11.7%,-2.0,?,-0.6,1.9%,5.1%,0.3%,-13.7%

High-throughput results: PubChem BioAssay, National Center for Advancing Translational Sciences (NCATS)
